# CR mimetic SO – reduction of superoxide in aged yeast, primary screen, HTS. S. cerevisiae aged cells, superoxide DHE fluorescence; stronger effect = lower value. superoxide response (% of plate mean), % at 10 µM. hit rate 0.18% among 330,000;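 active = superoxide response under a set limit, about three screen SD below normal, cut at about 65% in these data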;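 also: yeast aged for seven days with compound at 30 °C before DHE staining; 100% = average MFI of all compound-treated wells on the plate with controls excluded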
# PP1 counter – PP1-alpha phosphatase inhibitors, primary screen, counter-screen for PP5 inhibitor project, biochemical, fluorescence, OMFP substrate, single point; Serine/threonine-protein phosphatase PP1-alpha catalytic subunit (Homo sapiens), P62136; purified PP1alpha; inhibition, % at 6.7 µM; hit rate 0.9% among 320,000; AID 2235, 2010;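 active = inhibition above the mean inhibition of all tested compounds plus 3 SD, computed separately for each screening campaign, cut at about 15% in these data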
# Target sequence (P62136 whole entry, looked up): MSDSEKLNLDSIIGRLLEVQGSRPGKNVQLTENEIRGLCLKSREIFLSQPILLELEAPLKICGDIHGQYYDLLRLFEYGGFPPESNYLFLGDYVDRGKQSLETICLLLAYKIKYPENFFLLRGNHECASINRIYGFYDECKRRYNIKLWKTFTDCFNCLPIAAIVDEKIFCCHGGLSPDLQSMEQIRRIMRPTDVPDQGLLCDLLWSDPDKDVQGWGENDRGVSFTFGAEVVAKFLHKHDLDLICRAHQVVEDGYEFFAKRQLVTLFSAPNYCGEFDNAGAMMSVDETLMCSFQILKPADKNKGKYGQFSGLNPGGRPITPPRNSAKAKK
# GASC-1 inh – inhibitors of GASC-1 histone demethylase, primary screen, biochemical, fluorescence, DELFIA europium; Lysine-specific demethylase 4C (Homo sapiens), Q9H3R0; GST-JMJD2C(1-420) H3K9me3 demethylation; inhibition, % at 2.35 µM; hit rate 0.069% among 330,000; AID 2099, 2009;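 active = more than half of a compound's replicate wells show inhibition beyond 50%, single wells judged on their own value; inconclusive = some, but no more than half, of replicates pass 50% inhibition; inactive = no replicate passes 50% inhibition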;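 also: signal counts dimethyl H3K9 product captured on neutravidin plate; 0% = median of DMSO wells and 100% = 0.3 times that DMSO median; strong numbers were not always called active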
# Target sequence (Q9H3R0 1-420 limits assumed): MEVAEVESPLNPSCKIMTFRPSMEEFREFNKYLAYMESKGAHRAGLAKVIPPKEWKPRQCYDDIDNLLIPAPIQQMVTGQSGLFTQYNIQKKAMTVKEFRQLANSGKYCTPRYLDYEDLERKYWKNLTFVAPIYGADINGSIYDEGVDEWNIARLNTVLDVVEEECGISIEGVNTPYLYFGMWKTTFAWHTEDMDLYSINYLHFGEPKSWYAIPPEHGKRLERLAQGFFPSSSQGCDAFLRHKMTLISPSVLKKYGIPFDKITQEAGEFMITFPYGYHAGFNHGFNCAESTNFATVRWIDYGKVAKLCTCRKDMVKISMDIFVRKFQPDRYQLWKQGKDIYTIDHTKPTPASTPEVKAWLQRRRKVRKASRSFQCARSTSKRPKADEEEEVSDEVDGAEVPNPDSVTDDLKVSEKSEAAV
# EBNA-1 inhibitor – EBNA-1 DNA-binding inhibitors, primary screen, biochemical, fluorescence polarization; inhibition, % at 14.8 µM; hit rate 0.34% among 300,000; AID 1950, 2009; in the data active = inhibition above about 28%
# ZTA counter – ZTA (EBV) inhibition in EBNA-1 counter-screen | ZTA-DNA binding, fluorescence polarization | inhibition, % at 11 µM | hit rate 0.15% among 320,000 | AID 2234; in the data active = inhibition above about 33%
# Target sequence (P03206 whole entry, looked up): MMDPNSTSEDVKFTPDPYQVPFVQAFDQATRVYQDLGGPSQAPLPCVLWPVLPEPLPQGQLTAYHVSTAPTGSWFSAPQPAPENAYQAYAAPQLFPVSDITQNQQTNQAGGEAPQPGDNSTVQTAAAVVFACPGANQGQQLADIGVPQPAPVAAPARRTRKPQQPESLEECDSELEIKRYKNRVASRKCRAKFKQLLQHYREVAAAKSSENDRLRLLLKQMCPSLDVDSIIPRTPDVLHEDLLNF
# CTSL1 counter – Fasciola hepatica cathepsin L1 inhibitors, primary screen, counter-screen for PFM18AAP inhibitor project, biochemical, QFRET, fluorogenic peptide substrate; recombinant F. hepatica cathepsin L1, Z-Leu-Arg-MCA fluorescence; inhibition, % at 5.96 µM; hit rate 0.49% among 300,000;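 active = inhibition above the mean of all tested compounds plus 3 SD, set per screening campaign, cut at about 17% in these data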;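 also: 0% = plate median of test compound wells and 100% = 1 µM Z-Phe-Ala-diazomethylketone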
# PP5 primary – PP5 phosphatase inhibitors, primary screen, biochemical, fluorescence. inhibition, % at 6.7 µM. purified PP5c, OMFP substrate fluorescence. hit rate 0.18% among 320,000. Serine/threonine-protein phosphatase 5 (Homo sapiens), P53041. AID 1987, 2009;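 active = inhibition above the campaign's mean inhibition across all tested compounds plus 3 SD, cut at about 9.5% in these data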;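 also: 0% = DMSO only and 100% = 100 µM cantharidin control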
# TPT1 inhibitor – Candida albicans TPT1 enzyme inhibitors, primary screen, biochemical, fluorescence polarization | tRNA 2'-phosphotransferase TPT1 (Candida albicans SC5314) | recombinant caTPT1, FP RNA substrate dephosphorylation | inhibition, % at 5 µM | hit rate 0.81% among 300,000 | AID 1962, 2009;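 active = inhibition above the mean of all tested compounds plus 3 SD, set per screening campaign, cut at about 24% in these data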;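 also: plate controls were DMSO alone for no effect and ferristatin control at 100 nM for full effect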
# core dimer inh – inhibitors of HCV core protein dimerization, primary screen, biochemical, TR-FRET, high-throughput | hit rate 0.33% among 300,000 | TR-FRET GST/Flag-core106 dimerization, 1536-well | inhibition, % at 5 µM;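 active = inhibition above the mean of all tested compounds plus 3 SD, set per screening campaign, cut at about 45% in these data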
#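 Assay system – GST-tagged and Flag-tagged HCV core protein residues 1-106 · Quantity – core106 proteins, GST 13.5 nM and Flag 17 nM · Benchmarks – unlabelled core106 and no-GST-core106 wells · Read-out basis – percent inhibition of core106 dimerization signal · Detection – time-resolved FRET, ex 340 nm, em 617 and 671 nm · Schedule – 4 h at 22.5 °C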
# * hit, by the source's call; ? = inconclusive; · = not tested or not shown; & = joins results of further samples. Compounds as they come; 3.1% or so of the library scored in one or more.
# Start of the data: the first 2 compounds, to show the layout:
Structure	PP5 primary	ZTA counter	CR mimetic SO	GASC-1 inh	PP1 counter	core dimer inh	EBNA-1 inhibitor	CTSL1 counter	TPT1 inhibitor
NC(=O)CSc1nnc2ccc(-c3ccco3)nn12	-2.3	3	91	-3	2	-1	-7	0	-2
O=C(COc1ccc(F)cc1)N1CCc2ccccc2C1	1.1	17	98	35	3	3	3	-1	0

# Main list, from the first entry:
Structure	PP5 primary	ZTA counter	CR mimetic SO	GASC-1 inh	PP1 counter	core dimer inh	EBNA-1 inhibitor	CTSL1 counter	TPT1 inhibitor
NC(=O)CSc1nnc2ccc(-c3ccco3)nn12	-2.3	3	91	-3	2	-1	-7	0	-2
O=C(COc1ccc(F)cc1)N1CCc2ccccc2C1	1.1	17	98	35	3	3	3	-1	0
NC(=O)c1ccccc1NC(=O)CC12CC3CC(CC(C3)C1)C2	0.1	12	105	5	2	5	6	1	-4
CCOC(=O)c1ccccc1NC(=O)CN(c1ccccc1OC)S(C)(=O)=O	3.0	-5	92	?	-1	3	-10	-2	-1
CC1=CSC2=NS(=O)(=O)CCN12	-1.5	-1	100	10	0	-3	-3	-2	3
COc1ccc(NC(=S)Nc2ccccc2OC)c(OC)c1	4.5	3	94	-49	-4	-2	-3	-2	3
CC(C)(C)n1nnnc1C(c1cccnc1)N(Cc1ccccc1)Cc1ccco1 (configuration not stated)	1.4	-3	84	-5	3	3	2	4	-3
Cn1c(SCC(=O)Nc2ccc3c(c2)OCCO3)nnc1C1CC1	0.0	2	90	-15	-2	-5	-8	5	2
CCn1nc(NC(=O)c2cccnc2)c2cc3cccc(C)c3nc21	0.8	-17	100	3	-1	-9	0	5	-6
CCOC(=O)/C(C#N)=C/N=c1ccc(C)cn1C	-2.1	19	99	-12	-5	-3	-3	-1	-1
CCOC(=O)c1c(C)n(-c2ccc(C)cc2)c2ccc(OCC(O)CNCCCO)cc12 (configuration not stated)	0.3	-2	90	3	-1	-8	-8	-1	-1
O=C(c1nn(-c2ccccc2)c(=O)c2ccccc12)N1CCN(c2ccccn2)CC1	-0.2	-12	101	-17	-3	2	3	0	2
Cc1ccc(-c2nnn(CC(=O)N(CC(=O)NC3CCCC3)c3ccc(F)c(Cl)c3)n2)o1	2.0	7	102	9	2	3	-4	-1	1
Cc1nn(-c2ccccc2)c2c1C(O)CC(C)(C)C2 (configuration not stated)	0.1	7	108	-2	-3	0	6	-2	-1
CCOC(=O)/C(N)=C/c1ncc(C(F)(F)F)cc1Cl	2.4	-5	92	5	2	8	-3	-2	0
COC(=O)c1ccc(NC(=S)NC2CC(C)(C)NC(C)(C)C2)cc1	0.5	3	116	-40	-3	-6	-6	4	-2
CN(C)Cc1nc2ccccc2c(=O)n1CC#N	-1.0	4	106	7	-3	3	-10	0	-1
Cc1c(-c2ccccc2)[n+](=O)c2c(n1[O-])CCC2	-1.4	-1	87	17	-4	-13	2	0	-2
CC(=O)NC(Cc1ccccc1)C(=O)NC1CCN(C(=O)c2ccc([N+](=O)[O-])cc2)CC1 (configuration not stated)	-0.2	4	94	1	0	1	-4	1	-1
CCOC(=O)c1c(NC(=S)NCCc2ccccc2)sc2c1CC(C(C)C)OC2 (configuration not stated)	-0.6	0	99	6	-1	27	0	0	-3
COc1ccc(OC)c(NC(=O)c2ccc(NC3=NC4CS(=O)(=O)CC4S3)cc2)c1 (configuration not stated)	2.8	5	88	12	2	1	6	2	-5
Fc1ccccc1/C=C1\CCCC2=C1Nc1ncnn1C2c1ccccc1F (configuration not stated)	5.9	-2	122	·	8	-3	2	1	-6
COc1cc2c(cc1Cl)C(=O)C(F)(c1ccccc1)C(=O)N2 (configuration not stated)	1.5	-7	117	-2	4	-5	-1	-6	0
O=C(CSc1nnc(C2CC2)n1C1CC1)Nc1cccc(Br)c1	2.9	-3	98	-1	1	·	·	·	·
COc1ccc(CCNC(=O)CSc2nnnn2-c2ccccc2OC)cc1OC	2.5	-7	116	12&-7	-1	-22	-11	-3	0
O=C1NC2(CCCCC2)N=C1c1ccc(Br)cc1	3.2	-2	109	-2	1	4	-8	4	-3
COCCn1c(N)c(C(=S)NC(=O)c2cccs2)c(=O)[nH]c1=O	-0.2	1	108	8	1	-3	-10	-2	-2
Cc1cccc(C(=O)Nc2cccc(C(=O)N/N=C/c3ccncc3)c2)c1	0.2	14	89	8	0	-1	-1	-1	-2
CC(=O)Nc1ccc(S(=O)(=O)NCc2cn3c(C)csc3n2)cc1	-0.7	-2	85	8	0	0	6	-2	-2
CCOC(=O)N1CCC(NC(=O)c2cc3c(C)nc4ccccc4c3o2)CC1	-3.2	19	84	5	7	12	0	0	-2
CCOCCCNS(=O)(=O)c1cc2[nH]c3c(c2cc1C)C(=O)CC(C)(C)C3	2.5	12	102	0	2	-5	3	-2	-3
CC(=O)C1=NN(c2ccc(Cl)cc2)C(c2ccc3c(c2)OCO3)N(C(C)=O)N1C (configuration not stated)	2.0	-3	95	4	-5	1	-4	0	2
CCOc1ccc(N(C(=O)/C=C/C(=O)Nc2cc(C)on2)C(C(=O)NC2CCCC2)c2ccccc2C)cc1 (configuration not stated)	3.2	1	94	9	6	6	2	15	-3
O=C(COC(=O)c1cccc(F)c1)Nc1cccnc1Cl	-0.5	8	93	·	-1	-4	11	-3	1
C=CCNC(=S)NNC(=O)COc1ccc2cc(Br)ccc2c1	2.2	-3	96	-7	3	18	10	0	-1
Cc1ccsc1C(=O)OCC(=O)NCc1ccc2c(c1)OCO2	1.7	1	102	-1	-6	4	3	-6	-1
CC(=O)/C(=C/c1ccc(N(C)C)cc1)C(=O)c1ccccc1	2.3	-9	97	7	-1	5	1	-3	7
O=C(CSc1nnnn1-c1ccccc1)Nc1ncc(Cc2cc(Cl)ccc2Cl)s1	-0.2	7	92	-14	5	29	-16	5	4
CC1(CCc2ccccc2)NC(=O)N(CC(=O)Nc2ccccc2)C1=O (configuration not stated)	-0.4	-8	98	-6	1	-6	-7	-1	-6
O=C(NCC1CCCO1)c1cc2c([nH]c3ccccc32)c(-c2cccc(Br)c2)n1 (configuration not stated)	7.4	-6	131	?	10	15	-7	-2	-1
Cc1ccc(C2CC(C(F)(F)F)n3nc(C(=O)NCCN4CCOCC4)cc3N2)cc1 (configuration not stated)	-0.1	-3	89	2	1	-4	-11	2	1
CCOc1ccc(C2c3[nH]c4ccccc4c3CCN2Cc2cn(CC)nc2C)cc1 (configuration not stated)	3.4	-13	114	-5	-4	10	-2	-3	-1
O=C1C2CCCN2C(c2cccs2)N1c1ccc(Cl)cc1 (configuration not stated)	-0.8	8	94	-11	0	-1	13	3	-3
Cc1cc2[nH]c(=O)c(=O)[nH]c2cc1S(=O)(=O)N1CCN(c2ccccc2F)CC1	0.8	4	103	-4	4	6	-5	3	0
CN1C(=O)C(O)(CC(=O)/C=C\c2ccc3c(c2)OCO3)c2ccccc21 (configuration not stated)	-2.8	12	98	-13	-7	-5	3	-1	2
Cc1ccc(C(=O)NCCOC23CC4CC(CC(C4)C2)C3)cc1	0.5	13	93	8	-5	3	8	0	-1
CCOC(=O)Cn1c(=O)n(Cc2ccccc2)c(=O)c2cccnc21	1.5	3	94	-3	-3	-4	-24	-3	-2
O=C(CSc1nnc(-c2cccnc2)o1)Nc1ccccc1Br	0.5	7	105	10	-2	8	12	2	-3
Cc1ccccc1C(=O)O/N=C(\N)c1cccc([N+](=O)[O-])c1	1.8	-3	105	-5	2	-2	8	-2	3
CCOC(=O)COc1cccc2c(=O)n(CC(N)=O)ccc12	-0.2	-16	92	2	2	-6	0	2	-1
COc1cc(Cl)ccc1OCc1cc(C(=O)N(C)CCc2cnn(C)c2)no1	1.3	-15	73	·	-2	-8	1	1	-2
CC(=O)N1CCN(C(=S)NC(=O)c2c(-c3ccccc3Cl)noc2C)CC1	-1.5	0	106	4	-4	3	4	4	3
CNC1=C([N+](=O)[O-])CC([N+](=O)[O-])=C(N2CCNCC2)N1C	2.2	-9	81	3	-2	-3	-8	3	1
CN(C)c1nc(NCc2ccccc2)nc(SCC(=O)Nc2ccc(Cl)c(Cl)c2)n1	3.0	6	118	2	4	3	-4	2	3
CCOCCn1c(CN2CCCCC2C)nc2c1c(=O)n(C)c(=O)n2C (configuration not stated)	4.3	19	112	-6	-5	1	-10	-2	-2
CN(c1ccc(S(=O)(=O)N2CCOCC2)cn1)C1CCCCC1	-2.3	12	94	7	-3	1	11	-4	-2
Cc1cc2nc(CO)[nH]c2cc1C	3.0	-10	97	2	0	4	-8	-2	-2
Cc1cc(/C=N/NC(=O)c2cccs2)c(C)n1-c1ccccc1	1.4	10	93	-13	1	6	-4	3	1
COc1cc2cc(CN(CCCN3CCOCC3)Cc3nnnn3Cc3ccccc3)c(=O)[nH]c2cc1OC	-0.2	8	104	-21	-5	-2	-6	0	-3
Cc1ccc(SCC2=NNC(=O)C2)cc1	0.1	-2	94	-6	7	1	6	2	-3

# Whole records as entered above. Order of screens: PP5 primary	ZTA counter	CR mimetic SO	GASC-1 inh	PP1 counter	core dimer inh	EBNA-1 inhibitor	CTSL1 counter	TPT1 inhibitor
# Profile of `COc1cc2cc(CN(CCCN3CCOCC3)Cc3nnnn3Cc3ccccc3)c(=O)[nH]c2cc1OC` → -0.2	8	104	-21	-5	-2	-6	0	-3
# Profile of `Cc1ccc(C(=O)NCCOC23CC4CC(CC(C4)C2)C3)cc1` → 0.5	13	93	8	-5	3	8	0	-1

# The results go on.
Structure	PP5 primary	ZTA counter	CR mimetic SO	GASC-1 inh	PP1 counter	core dimer inh	EBNA-1 inhibitor	CTSL1 counter	TPT1 inhibitor
CCOC(=O)C1(Cc2ccccc2)CCCN(S(=O)(=O)N(C)C)C1 (configuration not stated)	-1.5	4	112	20	-5	6	-1	2	-4
COC(=O)c1ccc(CN(c2ccccc2OC)S(=O)(=O)c2cccs2)o1	2.5	4	100	14&-1	2	4	1	-1	1
CCCCc1nc(S(=O)(=O)c2ccc(Cl)cc2)c(N2CCOCC2)o1	0.3	16	91	8	0	-7	-1	7	-4
CCOc1ccc(-c2cc(C(=O)NCCCN3CCN(CC)CC3)c3ccccc3n2)cc1	2.7	-9	89	0	-3	-1	-6	-2	1
COc1cc2c(cc1OC)CN(c1ccc(F)cc1[N+](=O)[O-])CC2	2.4	-9	98	-2	3	-5	0	4	-2
CCCn1c(SCC(=O)Nc2nc3ccccc3s2)nc2c1c(=O)n(C)c(=O)n2C	-1.1	-3	89	2	-2	-2	6	0	-3
Cc1cc(Cl)ccc1NC(=O)C1CCCN1C(=O)c1cccs1 (configuration not stated)	4.4	0	115	54	-4	-12	-7	-7	0
CCn1c(CC(=O)Nc2ccc(Cl)c(Cl)c2)nnc1SCc1ccc(Cl)cc1	-1.6	6	99	3	-3	5	-9	2	-1
COC(=O)c1ccc(-n2c(C)cc(/C=N/Nc3nc(C)cc(=O)[nH]3)c2C)cc1	1.1	1	104	2	6	7	-5	-1	-3

# Bioassay records as filed in PubChem BioAssay.
